Screening data: PubChem, several laboratories
HMGR II inh = inhibitors of class II HMG-CoA reductase from Enterococcus faecalis; purified E. faecalis HMGR, NADPH absorbance 340 nm kinetic; inhibition, % at 10 µM; actives 0.41% (n = 190,000);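 active = inhibition above a set limit, the median over all tested compounds plus 3 SD, cut at about 9.5% in these data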;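 also: enzyme runs in reverse so mevalonate oxidation gives rising NADPH absorbance; 0% = complete reaction with DMSO and 100% = background rate lacking mevalonate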
Redox H2O2 prof = compounds producing H2O2 with reducing agent – biochemical, NIH compound library profiling, artefact control for MLSCN library redox annotation, primary screen; DTT-dependent redox cycling H2O2, phenol red/HRP absorbance; 100% = 100 µM peroxide control, 0% = buffer; activation, % at 10 µM; actives 0.03% (n = 200,000);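 active = activation of at least 50% relative to the plate's high and low controls in the primary single-dose screen; inactive = activation below 50%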;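 also: compound incubated with DTT at 0.8 mM final as the reducing agent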
APP 5'UTR act = activates APP 5'UTR luciferase reporter; actives 1% (n = 190,000); activation, % at 2 µM; SH-SY5Y APP 5'UTR luciferase reporter, luminescence; zero percent = DMSO vehicle wells;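 active = activation above a set limit, based on mean plus 3 SD of controls, cut at about 140% in these data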; also: values of inactives mirror those of a sister screen read the other way
STAT1 blocker = STAT1 signaling inhibition. NIH 3T3 STAT1-luciferase reporter, IFN-gamma, luminescence. inhibition, % at 5.5 µM. actives 0.35% (n = 200,000). AID 920;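 active = inhibition above a set limit, the mean inhibition across all tested compounds plus 3 SD, cut at about 34% in these data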;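 also: 0% = IFN-gamma with DMSO and 100% = IFN-gamma with 300 µM nifuroxazide; values of inactives mirror those of a sister screen read the other way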
STAT1 act = activators of IFN-gamma induced STAT1 signaling; NIH 3T3 STAT1-luciferase reporter, luminescence; 100% = IFN-gamma alone, no compound; activation (% of control), % at 5.5 µM; actives 2.6% (n = 200,000); AID 932;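 active = activation above the screen-wide mean activation plus 3 SD, cut at about 130% in these data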;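 also: raw ratio to IFN-gamma control signal so 100% means no change and 0% no light; values of inactives mirror those of a sister screen read the other way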
TLR4 MyD88 comp = TLR4-MyD88 interaction inhibition in cells | inhibition, % at 8.4 µM | actives 0.18% (n = 200,000) | HeLa CL3-4 TLR4/MyD88 BLA complementation, FRET ratio | AID 861 | O00206+Q99836; in the data active = inhibition above about 25%;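 also: 0% = vehicle and 100% = reference inhibitor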
Target sequence (O00206 whole entry, looked up): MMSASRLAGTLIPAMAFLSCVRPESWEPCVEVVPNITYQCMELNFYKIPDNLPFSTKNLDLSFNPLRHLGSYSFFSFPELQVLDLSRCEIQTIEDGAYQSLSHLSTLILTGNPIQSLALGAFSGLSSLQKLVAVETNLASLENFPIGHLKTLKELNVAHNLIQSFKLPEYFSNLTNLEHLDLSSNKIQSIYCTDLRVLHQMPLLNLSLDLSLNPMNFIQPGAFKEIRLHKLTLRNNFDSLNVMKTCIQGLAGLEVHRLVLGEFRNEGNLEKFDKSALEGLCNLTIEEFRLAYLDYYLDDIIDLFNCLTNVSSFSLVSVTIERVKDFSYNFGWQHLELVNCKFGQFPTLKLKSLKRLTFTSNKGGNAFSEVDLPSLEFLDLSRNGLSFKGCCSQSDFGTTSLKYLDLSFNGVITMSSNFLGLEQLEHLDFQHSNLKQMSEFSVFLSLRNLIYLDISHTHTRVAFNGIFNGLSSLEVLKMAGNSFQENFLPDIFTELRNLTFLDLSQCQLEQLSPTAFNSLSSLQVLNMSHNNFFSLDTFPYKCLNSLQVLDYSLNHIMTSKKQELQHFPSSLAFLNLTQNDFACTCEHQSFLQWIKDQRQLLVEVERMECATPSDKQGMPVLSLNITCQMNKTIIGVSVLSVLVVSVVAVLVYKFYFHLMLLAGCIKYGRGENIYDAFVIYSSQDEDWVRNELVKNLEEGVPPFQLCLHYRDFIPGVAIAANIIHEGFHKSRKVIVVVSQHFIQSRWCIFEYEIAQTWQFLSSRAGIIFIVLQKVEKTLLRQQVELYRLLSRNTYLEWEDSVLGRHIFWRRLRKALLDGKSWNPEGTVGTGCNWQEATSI
Target sequence (Q99836 whole entry, looked up): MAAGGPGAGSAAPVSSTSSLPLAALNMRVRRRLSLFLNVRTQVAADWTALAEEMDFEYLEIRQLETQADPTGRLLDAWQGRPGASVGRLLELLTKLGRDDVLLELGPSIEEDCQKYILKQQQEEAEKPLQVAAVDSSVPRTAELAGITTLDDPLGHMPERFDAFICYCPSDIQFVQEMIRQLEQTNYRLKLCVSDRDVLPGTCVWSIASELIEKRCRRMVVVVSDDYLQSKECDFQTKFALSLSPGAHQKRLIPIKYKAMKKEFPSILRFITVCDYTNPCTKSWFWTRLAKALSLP
STAT3 inh = STAT3 signaling inhibition. U3A cells, IL-6 STAT3-luciferase reporter, luminescence; host cell line lacks STAT1. inhibition, % at 5.5 µM. actives 0.89% (n = 190,000);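 active = inhibition above the mean inhibition across all screened compounds plus 3 SD, cut at about 44% in these data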;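 also: 0% = DMSO only wells and 100% = 100 µM nifuroxazide control wells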
NF-kB neuron act = compounds increasing NF-kB expression in human neuronal cells | NF-kB reporter expression; active compounds read high | fold change at 12.5 µM | actives 1.6% (n = 190,000) | AID 1239; in the data active = fold change above about 3.3
Hsp70 act = Hsp70 transcriptional activation, primary screen. HeLa Hsp70 promoter luciferase reporter, luminescence; scaled: vehicle 0, proteasome-inhibitor control 100%. activation, % at 10 µM. actives 0.04% (n = 200,000). AID 1203;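 active = activation above the mean across all tested compounds plus 3 SD, cutoff set per campaign, cut at about 5.5% in these data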;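 also: 100% = MG132 at 30 µM as the positive control and 0% = DMSO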
STAT3 act = increases IL-6 driven STAT3 reporter signal; U3A cells, IL-6 STAT3-luciferase reporter, luminescence; 100% = signal with IL-6 EC80 alone; activation (% of control), % at 5.6 µM; actives 0.91% (n = 190,000);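 active = activation above the screen-wide mean of compound activation plus 3 SD, cut at about 130% in these data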;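 also: 0% = background luminescence of wells with medium and substrate only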
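Material: STAT3-luciferase reporter U3A cells. Controls: IL-6-treated wells, 100% activation. Read-out: % activation versus median of IL-6-stimulated wells. Probe or stimulus: IL-6 stimulus at 33 ng/mL final. Timing: compound 1 h, then IL-6 6 h at 37 °C. Signal: reporter luminescence signal.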
Starred values were filed as active, the others as inactive; x = not tested or not shown.

SMILES | HMGR II inh | Redox H2O2 prof | APP 5'UTR act | STAT1 blocker | STAT1 act | TLR4 MyD88 comp | STAT3 inh | NF-kB neuron act | Hsp70 act | STAT3 act
COc1ccc(-n2c(COc3cccc4ccccc34)nnc2SCC#N)cc1 | -7.2 | 0.1 | 11.7 | -3.0 | 105.1 | 6.3 | 0.5 | 1.09 | -0.1 | 102.2
O=C(Cn1nnc(-c2ccc(CN3CCOCC3)cc2)n1)N(c1ccccc1)c1ccccc1 | 3.7 | -0.4 | -1.1 | 1.5 | 97.3 | 0.5 | 0.8 | 1.03 | -0.2 | 103.4
Cc1ccc(NC(=O)C2CCN(S(=O)(=O)c3ccccc3)CC2)cc1 | -6.1 | -0.1 | 10.5 | 3.5 | 94.9 | -7.3 | 14.6 | 0.82 | -0.1 | 93.2
COc1cc(SC)ccc1C(=O)Nc1ccc2c(c1)OCO2 | -4.3 | 0.3 | 169.5* | -56.6 | 153.2* | 0.4 | 8.8 | 7.57* | -0.1 | 92.8
CC(=O)Nc1ccc(S(=O)(=O)NNC(=O)c2cc3c4ccccc4n(C)c3s2)cc1 | 1.3 | -5.5 | 0.5 | 4.2 | 96.2 | -7.4 | -36.9 | 1.19 | -0.1 | 138.7*
CCn1c(CSCc2c(Cl)cccc2Cl)n[nH]c1=S | -2.9 | -1.9 | 38.9 | 0.6 | 98.8 | -19.4 | 5.6 | 1.06 | 0.3 | 97.3
COc1ccc(-n2nc3c(c2NC(=O)Cc2cccc(C)c2)CS(=O)C3)cc1 (stereo not drawn) | -1.6 | -1.2 | -8.0 | 1.5 | 98.7 | -6.0 | 4.1 | 1.04 | -0.2 | 103.9
CNc1oc(C)nc1S(=O)(=O)c1ccccc1 | -10.2 | 1.5 | 5.3 | -1.4 | 101.3 | -8.6 | 13.0 | 1.07 | 0.1 | 93.1
COc1cc(-c2cn[nH]c2N)cc(OC)c1OC | -2.5 | 0.2 | 0.4 | -4.4 | 108.1 | 5.6 | -0.9 | 0.85 | -0.2 | 100.7
COc1cccc(N2CCN(C(=O)Nc3ccccc3Cl)CC2)c1 | 1.1 | 0.7 | 13.2 | -7.1 | 105.2 | -12.9 | 17.7 | 1.17 | 0.0 | 91.1
Nc1ccc(Nc2nc(-c3ccncc3)cs2)cc1 | -3.9 | -1.4 | 40.1 | -13.1 | 112.0 | -5.4 | 12.8 | 1.64 | 0.2 | 90.7
CC(=O)NC(Cc1c[nH]c2ccccc12)C(=O)OCC(=O)Nc1cc(C)on1 (stereo not drawn) | 2.0 | 2.1 | -4.2 | -2.3 | 102.1 | 9.5 | -0.8 | 0.98 | 0.0 | 104.2
CC(=O)NCCn1c(C)cc2ccccc21 | -2.0 | -1.4 | -8.1 | x | x | x | x | 1 | x | x
CC(=S)/C=C1\Sc2ccccc2N1C | -3.4 | -4.1 | 12.8 | 3.0 | 97.4 | 11.8 | 13.6 | 1.06 | 0.0 | 92.9
O=C(Nc1ccc(Cl)cn1)c1cc2ccccc2o1 | -0.6 | 3.9 | 205.0* | -27.2 | 125.1 | 2.4 | 5.7 | 9.18* | -0.2 | 98.7
CCOC(=O)CNC(c1ccccc1)c1cc(Br)ccc1NC(C)=O (stereo not drawn) | -0.6 | 0.1 | 8.2 | 5.5 | 93.0 | 7.1 | -1.1 | 1.17 | 0.3 | 103.9
Cc1cc(C(=O)Nc2ccc(S(=O)(=O)Nc3nccs3)cc2)c(C)o1 | -2.0 | 1.4 | 9.8 | -7.9 | 107.3 | -3.9 | -1.2 | 1.1 | -0.3 | 105.2
CCCCNC(=O)NCC(=O)Nc1ccc(F)c(F)c1 | -5.9 | -0.1 | -3.9 | -2.8 | 102.6 | 14.3 | 4.9 | 1.21 | 0.6 | 99.4
S=C(NC1CCCCC1)N1CCn2cccc2C1c1ccncc1 (stereo not drawn) | -0.3 | -0.1 | 2.1 | -1.9 | 101.4 | -0.4 | 11.0 | 0.95 | -0.1 | 96.9
CCOC(=O)c1ccc(NC(=O)CSc2ccc(-c3cccnc3)nn2)cc1 | 0.9 | -0.8 | 18.9 | -12.4 | 110.3 | -9.9 | 15.6 | 0.91 | -0.1 | 89.8
CCCS(=O)(=O)N1CCN(C(=O)c2cccc(OC)c2)CC1 | -3.0 | -1.3 | 5.1 | 0.8 | 99.3 | 4.1 | 8.7 | 0.97 | -0.2 | 98.8
CCOc1ccc(CC2CCC(=O)NC2=O)cc1 (stereo not drawn) | -1.6 | 0.0 | 4.8 | -2.7 | 102.4 | -5.3 | -1.0 | 1 | -0.5 | 105.8
O=C(Nc1cccn(Cc2c(Cl)cccc2Cl)c1=O)c1ccc(Cl)cc1 | -4.2 | 2.0 | 2.7 | 10.6 | 90.4 | 1.3 | 12.1 | 1.18 | 0.7 | 98.3
CN(C)S(=O)(=O)Nc1ccc(C(=O)O)cc1 | -7.7 | -1.7 | -0.6 | -4.4 | 104.1 | -7.0 | 2.6 | 1.17 | -0.5 | 101.4
CC1CCN(c2nc3ccccc3nc2C(C#N)C(=O)OC2CCCCC2)CC1 (stereo not drawn) | -2.9 | 1.0 | -21.3 | 4.1 | 96.3 | 12.5 | -2.0 | 0.97 | 0.0 | 106.2
C#Cc1ccc([C@@H]2C=C(C(=O)N3CCOCC3)O[C@H](OCC)[C@H]2CCCO)cc1 | -0.9 | -0.2 | 3.6 | 7.3 | 94.6 | -7.2 | x | 1.07 | -0.3 | x
Cc1ccc([N+](=O)[O-])cc1-c1ccc(/C=C(\C#N)c2[nH]nc(N)c2C#N)o1 | -8.8 | -0.5 | 41.8 | -45.4 | 140.4* | -1.7 | -12.9 | 1.44 | -0.2 | 110.9
O=C(CCCc1ccccc1)Nc1ccc2c(c1)OCCO2 | -1.1 | -0.8 | 202.9* | -57.3 | 151.1* | -2.1 | 32.1 | 8.01* | 0.4 | 75.7
O=C(NC(NC(=S)Nc1ccc(Cl)c(Cl)c1)C(Cl)(Cl)Cl)c1ccco1 (stereo not drawn) | -4.2 | -4.5 | 0.7 | 12.5 | 88.8 | -0.1 | 4.1 | 0.99 | 0.1 | 97.9
C=CCn1c(CCCNC(=O)c2ccccc2OC)nc2ccccc21 | -9.9 | -0.1 | 7.0 | 12.8 | 87.8 | 2.4 | 3.5 | 1.34 | -0.3 | 101.2
CCCCOc1cc(C)nc(NCc2ccccc2)n1 | -2.3 | 4.7 | 0.7 | 8.8 | 91.9 | 9.1 | -5.5 | 1.24 | -0.1 | 106.4
COC1CCCN(C(=O)c2ccc(OC3CCN(CCc4ccccc4)CC3)cc2)C1 (stereo not drawn) | -0.2 | 1.1 | -16.3 | 0.7 | 98.6 | -4.7 | 12.2 | 1.31 | -0.2 | 99.1
CCCCn1c(-c2ccc(Cl)cc2)nc2c(=O)n(C)c(=O)[nH]c21 | 2.2 | 0.7 | 21.5 | -0.6 | 100.5 | 4.2 | -4.4 | 1.04 | 0.0 | 105.3
CCCCCCCC1CC(CSC(=N)N)OC1=O (stereo not drawn) | -1.2 | 0.1 | 16.8 | -3.9 | 103.6 | 5.0 | 6.6 | 1.92 | -0.1 | 94.6
CCOc1ccccc1-n1c(SCC(=O)NC2CCCC2)nnc1-c1ccoc1C | 0.0 | 0.1 | 0.0 | 2.6 | 97.6 | -1.3 | 3.4 | 0.95 | -0.2 | 100.0
COc1cc(C(=O)OCCn2c(=O)c3c(ncn3CCN(C)C)n(C)c2=O)cc(OC)c1OC | 0.9 | 0.1 | 1.7 | 6.7 | 94.0 | -12.5 | 3.2 | 1.06 | -0.2 | 99.6
Cc1ccc(S(=O)(=O)c2c(N)n(Cc3ccco3)c3nc4ccccc4nc23)cc1 | -3.7 | -0.4 | 2.4 | -0.4 | 100.4 | -7.2 | 8.1 | 0.85 | -0.1 | 95.7
O=C(Nc1ccccc1)c1ccc(S(=O)(=O)N2CCCCC2)cc1 | 1.7 | -0.4 | 3.2 | 5.6 | 95.0 | -9.8 | 12.1 | 1 | -0.2 | 94.3
CN1C[C@@H]2C[C@@H](C3=Cc4cc(Cl)ccc4OC3)N3CCC[C@@]23C1=O | -3.1 | -0.4 | 4.7 | -4.4 | 102.3 | -3.9 | -4.4 | 0.81 | -0.3 | 105.8
O=C(Nc1ccccc1)Nc1ccc(F)c([N+](=O)[O-])c1 | 0.6 | 0.0 | 18.1 | 12.4 | 88.9 | -7.3 | 18.9 | 0.97 | -0.2 | 86.2
COCCOC(=O)c1c(C)nc(SCC(=O)Nc2ccc(OC)cc2)c(C#N)c1-c1ccco1 | -8.3 | 0.0 | -11.8 | 9.9 | 91.9 | 8.6 | 3.2 | 1.05 | -0.4 | 97.4
CC(C)(C)c1ccc(-c2nnc3sc(-c4ccncc4)nn23)cc1 | -1.0 | 0.9 | 7.8 | -3.5 | 103.2 | 4.6 | -2.9 | 0.83 | -0.5 | 104.7
CCCn1c(SCC(=O)Nc2nc(C)cs2)nnc1-c1cccnc1 | 3.5 | -1.8 | -13.8 | 5.7 | 94.8 | 5.9 | 5.0 | 0.91 | 0.2 | 98.9
COc1cc(C(=O)NC(=S)NC(C)C)cc(OC)c1OC | -0.2 | -0.1 | 18.7 | 3.6 | 96.2 | 3.9 | -5.2 | 1.06 | -0.4 | 105.4
NC(=S)n1[nH]c(-c2ccc([N+](=O)[O-])cc2)c(N=Nc2ccc(O)cc2)c1=O | -2.6 | 1.5 | -20.9 | 2.1 | 99.5 | 0.1 | 6.4 | 0.56 | 0.2 | 94.6
CN(C)Cc1ccccc1Sc1ccccc1Br | -2.4 | -0.4 | -5.6 | -3.3 | 102.9 | 9.3 | 18.1 | 1.52 | -0.2 | 87.8
COC(=O)c1oc2ccccc2c1N | -0.4 | 0.5 | 26.7 | -11.8 | 110.9 | -1.4 | 16.9 | 1.11 | 0.1 | 91.5
Cc1cc(Cl)cc(Br)c1OCCNCC(C)O (stereo not drawn) | -3.6 | 0.8 | 68.2 | -0.2 | 99.2 | 4.0 | 7.1 | 1.47 | 0.1 | 96.7
COc1cc2c(cc1OC)C(c1cccc(OC)c1OC)CC(=O)N2 (stereo not drawn) | -0.4 | 1.2 | 8.0 | 2.1 | 98.1 | -3.6 | 3.1 | 1.13 | 0.1 | 101.1
Cc1ccc(C(=O)n2nc(-c3cccnc3)nc2N)cc1 | 0.5 | 0.3 | -3.9 | -0.5 | 94.2 | 6.6 | 10.9 | 0.88 | 1.5 | 90.9
CCCCCOc1ccc(Br)cc1CSC(=N)N | -1.6 | 0.4 | -62.8 | 33.1 | 70.4 | -6.2 | 49.0* | 1.11 | -0.4 | 60.6

The order is random; 5.6% or so of the library scored in one or more.
